IDE inh – human IDE inhibitors in live cells, primary screen, fluorescence polarization, HEK cells, FAbetaB substrate | Insulin-degrading enzyme (Homo sapiens), P14735 | FAbetaB cleavage | inhibition, % at 5.59 µM | 0.41% of 320,000 active | AID 434962, 2010;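 active = percent inhibition above the average of all tested compounds plus 3 SD, set per screening campaign, cut at about 16% in these data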;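 note: IDE supplied by intact live HEK cells; FP after avidin binding of uncleaved biotin substrate so inhibition keeps polarization high; 0% = DMSO wells and 100% = 60 µM reference IDE inhibitor Ii1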
Target sequence (P14735 whole entry, looked up): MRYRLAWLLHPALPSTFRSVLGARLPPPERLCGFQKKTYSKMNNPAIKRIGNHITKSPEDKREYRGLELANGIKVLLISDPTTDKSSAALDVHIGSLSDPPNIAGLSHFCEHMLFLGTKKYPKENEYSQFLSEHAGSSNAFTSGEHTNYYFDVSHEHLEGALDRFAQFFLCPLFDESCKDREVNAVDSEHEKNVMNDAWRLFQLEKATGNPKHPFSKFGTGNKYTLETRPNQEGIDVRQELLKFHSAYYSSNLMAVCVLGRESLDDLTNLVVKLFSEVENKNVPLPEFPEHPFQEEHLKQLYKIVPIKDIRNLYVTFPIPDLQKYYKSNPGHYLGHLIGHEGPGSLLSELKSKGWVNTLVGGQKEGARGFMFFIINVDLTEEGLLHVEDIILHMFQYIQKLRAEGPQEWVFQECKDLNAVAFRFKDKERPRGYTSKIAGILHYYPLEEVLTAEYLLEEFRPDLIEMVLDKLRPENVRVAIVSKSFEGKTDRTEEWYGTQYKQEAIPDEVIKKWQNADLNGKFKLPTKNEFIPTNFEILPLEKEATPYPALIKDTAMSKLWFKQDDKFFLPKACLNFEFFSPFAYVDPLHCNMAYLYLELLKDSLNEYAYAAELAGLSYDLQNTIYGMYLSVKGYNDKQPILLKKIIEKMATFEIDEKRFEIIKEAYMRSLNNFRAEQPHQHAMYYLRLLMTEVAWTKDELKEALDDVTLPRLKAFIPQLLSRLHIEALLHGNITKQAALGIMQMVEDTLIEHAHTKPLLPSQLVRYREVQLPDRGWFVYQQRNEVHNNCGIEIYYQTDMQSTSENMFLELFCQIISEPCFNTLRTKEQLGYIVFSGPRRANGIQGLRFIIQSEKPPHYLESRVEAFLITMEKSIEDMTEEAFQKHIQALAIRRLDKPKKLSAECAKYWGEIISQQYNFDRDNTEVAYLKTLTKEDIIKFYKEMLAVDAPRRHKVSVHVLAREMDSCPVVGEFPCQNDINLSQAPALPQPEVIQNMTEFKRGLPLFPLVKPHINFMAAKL
NS3 helicase inh – inhibitors of HCV NS3 helicase, primary screen, biochemical, Cy5 molecular beacon fluorescence; Hepatitis C virus NS3 helicase; NS3 helicase DNA unwinding; inhibition, % at 10.9 µM; 0.56% of 290,000 active;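 active = inhibition above the mean of all tested compounds plus 3 SD, set per campaign, cut at about 35% in these data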;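 note: 0% = DMSO wells and 100% = thioflavine S control wells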
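Control set: DMSO versus 110 µM thioflavine S; Material: NS3 helicase fragment of HCV; Measured by: Cy5 fluorescence at 0 and 60 min, beacon hairpin quenching; Read-out basis: percent inhibition from t60/t0 fluorescence ratio; Times: reaction time 60 min, 25 °C; Repeats: single replicate; Compound dosing: single dose, 10.9 µM nominal final, DMSO 0.8% final.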
IDE act – human IDE activators in live cells, primary screen, fluorescence polarization, HEK cells, FAbeta-B substrate | Insulin-degrading enzyme (Homo sapiens), P14735 | FAbeta-B cleavage; 0% vehicle, 100% cell-free pure enzyme wells | activation, % at 5.96 µM | 0.073% of 340,000 active | AID 493087, 2011;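 active = activation above the mean of all tested compounds plus 3 SD, set per screening campaign, cut at about 17% in these data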
CRFR2-BP antag – antagonists of CRF-BP/CRF-R2 complex, primary screen, cell-based, HEK293, calcium dye fluorescence, uHTS. CRF-induced calcium fluorescence. inhibition, % at 11.8 µM. 0.59% of 350,000 active;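 active = inhibition of the ligand-induced calcium signal above about 50% at the single tested concentration, limit read from the data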
SUMO HTRF inh – inhibitors of in vitro SUMOylation cascade, primary screen, biochemical, HTRF, uHTS; HTRF SUMOylation assay, SAE1/SAE2 + UBC9; inhibition, % at 35 µM; 0.36% of 290,000 active; AID 2006, 2009; in the data active = inhibition above about 50%, passing the limit was not always enough; note: strong numbers were not always called active
IMP-1 inhibitor – IMP-1 metallo-beta-lactamase inhibitors, primary screen, biochemical, epi-absorbance readout, Pseudomonas aeruginosa enzyme; purified IMP-1, nitrocefin hydrolysis, epi-absorbance fluorescence; inhibition, % at 5.6 µM; 0.45% of 290,000 active; AID 1556, 2009;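 active = inhibition above the mean plus 3 SD of all compounds in the same screening run, cut at about 4.5% in these data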;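 note: 0% = IMP-1 with DMSO and 100% = DMSO wells lacking enzyme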
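Test system: recombinant IMP-1 enzyme, purified / Medium: HEPES buffer pH 7.1 with ZnSO4 and Brij 35 / Doses: single dose, 5.6 µM / Times: 25 °C, 15 min preincubation, 25 min reaction / Detection: Epi-absorbance via hydrolysed-nitrocefin quenching of white-plate fluorescence, 480/530 nm, EDTA stop / Evaluation: percent inhibition from optical density relative to buffer-blank wells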
pCIP destab – p/CIP-EGFP fusion destabilizers, primary screen, fluorescence, F442A cells; 16 h; decrease of EGFP signal, % at 10 µM; 0.01% of 290,000 active; AID 1984, 2009;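 active = EGFP signal decrease of at least 30% at 10 µM or well 3 SD below plate mean, unless failing retest; inactive = the rest, including hits failing retest or dose response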; note: some compounds called inactive have numbers as strong as hits; many of its hits are not listed in these tables
GalR3 antag – GalR3 antagonists in HEK293 cells, primary screen, cell-based, fluorescence readout; Galanin receptor type 3 (Homo sapiens), O60755; 0.44% of 360,000 active; HEK293 GalR3-CNG cAMP membrane potential fluorescence; galR3 body fused to GalR1 C-terminus; inhibition, % at 3 µM; AID 651719, 2012;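 active = inhibition above the screen-wide average plus 3 SD, cut at about 13% in these data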;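 note: forskolin and galanin both at EC90 stimulate the cells; cAMP rise reported by CNG channel membrane potential dye signal; 0% = forskolin plus galanin with DMSO and 100% = forskolin alone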
VIM-2 inh – VIM-2 metallo-beta-lactamase inhibitors, primary screen, biochemical, epi-absorbance readout, Pseudomonas aeruginosa enzyme. purified VIM-2, nitrocefin hydrolysis, epi-absorbance fluorescence. inhibition, % at 5.6 µM. 0.89% of 290,000 active. AID 1527, 2009;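 active = inhibition above the mean of all tested compounds plus 3 SD, cutoff set per screening run, cut at about 7.5% in these data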;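 note: red hydrolysis product quenches plate fluorescence so inhibitors raise well fluorescence; 0% = enzyme with DMSO and 100% = DMSO without enzyme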
* = called active by the depositor; . = no result given. This is a random part of the collection; any-hit rate near 3.2%.

no.	Structure	IDE inh	NS3 helicase inh	IDE act	CRFR2-BP antag	SUMO HTRF inh
1	Cc1ccc(S(=O)(=O)NC(C(=O)O)c2ccccc2)cc1 (stereo unspecified)	2	-2	0	-176	13
2	CCC(C)N=Cc1c(NCc2ccco2)nc2c(C)cccn2c1=O (stereo unspecified)	2	7	4	-19	17
3	CC(=O)Nc1ccc(S(=O)(=O)NCC(=O)OCC(=O)NC(=O)C2CCCCC2)cc1	5	7	2	9	0
4	Cc1ccc(S(=O)(=O)N2CCOCC2)cc1C(=O)N1CC(C)CC(C)C1 (stereo unspecified)	3	.	5	-3	.
5	Cc1ccc(NC(=O)CC2C(=O)N(Cc3ccccc3)C(=S)N2NC(=O)c2cccc(F)c2)c(C)c1 (stereo unspecified)	-3	-2	6	-17	-2
6	COc1cccc(N(C(=O)c2snc(C(N)=O)c2N)C(C(=O)NCC2CCCO2)c2ccc(C)o2)c1 (stereo unspecified)	1	-11	3	-23	4
7	Cc1cc(C)c(O)c(NC(=S)NC(=O)Cc2ccccc2)c1	-5	-8	2	-38	0
8	O=C(COC(=O)c1ccco1)NCc1ccco1	4	-5	2	-4	23
9	COc1ccc(/C=C2\CCC(C3CCCC3)C2=O)c(OC)c1 (stereo unspecified)	-3	-12	1	-1	8
10	CC(=O)NCCNc1ccc([N+](=O)[O-])cn1	5	-8	0	7	7
11	O=C(CC(=O)Nc1cccc(F)c1)Nc1cccc(F)c1	5	1	3	10	8
12	Cc1c2c(nc3nc4ccccc4n13)CC(C)(C)CC2=O	8	-2	-4	-9	18

no.	IMP-1 inhibitor	pCIP destab	GalR3 antag	VIM-2 inh
1	-1.2	-11	-3	-2.9
2	-2.3	-8	-2	-1.3
3	-2.8	-1	-4	-1.2
4	.	.	-5	.
5	-3.1	0	-12	-1.5
6	-2.4	-8	2	-4.9
7	-0.3	-6	-8	0.1
8	-3.8	5	-3	-4.3
9	-0.9	-19	-7	-2.1
10	-2.1	-18	1	-1.0
11	-3.1	3	-11	-2.7
12	-2.7	3	-5	1.3

New compounds follow:
no.	Structure	IDE inh	NS3 helicase inh	IDE act	CRFR2-BP antag	SUMO HTRF inh
13	COc1ccc(C#Cc2c(-c3ccsc3)oc3ccc(N4CCOCC4)cc23)cc1	4	.	1	3	.
14	COc1ccc(NC(=O)CSc2nnc(-c3ccc(F)cc3)o2)cn1	-3	.	0	-3	.
15	Cc1ccc(C(=O)NC(=S)Nc2c(C)ccc3nsnc23)cc1	6	-3	2	15	43
16	CCCN(Cc1cc2ccc(C)cc2[nH]c1=O)S(=O)(=O)c1ccccc1	1	5	5	-25	-9
17	CC(NC(=O)Cn1cc(Br)c([N+](=O)[O-])n1)c1ccccc1 (stereo unspecified)	-1	-2	2	4	-9
18	c1ccc(-c2cn3nc(-c4ccccc4)c(-c4ccccc4)nc3n2)cc1	-4	5	3	-96	0
19	COc1ccc2c(c1)nc(SCC(=O)c1ccc(Br)s1)n2C	-3	-1	0	2	19
20	COc1ccccc1C(=O)Nc1ccnn1C1CCN(C/C=C/c2ccc(F)cc2)CC1	9	-18	-3	-17	12
21	Cc1c(C(=O)Nc2ccncc2)sc2nc(-c3ccc(F)cc3)cn12	5	-17	-25	-19	-21
22	Cc1cc(C)cc(NC(=O)C(NCCN2CCOCC2)c2ccccc2)c1 (stereo unspecified)	0	-6	9	-9	-2
23	COC(=O)C(C(=O)NCC1CCCO1)C1CCCC1 (stereo unspecified)	3	-9	3	-1	5
24	O=C(NCc1cccs1)C1CCCCC1	-1	3	4	6	10

no.	IMP-1 inhibitor	pCIP destab	GalR3 antag	VIM-2 inh
13	.	.	-11	.
14	.	.	-6	.
15	1.1	4	0	-0.9
16	-4.4	2	-4	-3.0
17	-1.7	6	-10	-1.9
18	-1.5	-3	0	-1.9
19	-0.8	1	-8	1.0
20	-2.0	-7	-3	-2.1
21	-1.2	-3	.	-1.4
22	-2.7	-6	2	-1.6
23	-2.4	-6	-5	-3.4
24	-4.8	-6	-3	-7.3

(listing goes on)
no.	Structure	IDE inh	NS3 helicase inh	IDE act	CRFR2-BP antag	SUMO HTRF inh
25	O=C(Cc1ccccc1)NN1C(=O)/C(=C/c2ccc(C(=O)O)cc2)SC1=S	0	23	9	-9	5
26	CC1CC(C)CN(C(=O)c2ccc(C#N)cc2)C1 (stereo unspecified)	6	18	6	13	9
27	O=C(NCc1nnc(SCC(=O)N2CCOCC2)o1)c1c(F)cccc1F	-1	4	1	5	1
28	COCCNC(=O)CCc1nc(-c2ccccc2)no1	1	8	5	-3	-17
29	CCC(C)(C)NC(=O)C(c1ccc(OC)cc1)N(Cc1ccccc1)C(=O)CCC(=O)Nc1cc(C)on1 (stereo unspecified)	0	-8	3	-7	-4
30	COc1ccc(NC(=O)Cn2nnc(C(=O)NCc3cccc(OC)c3)c2N)cc1	-2	6	5	2	-13
31	Cc1c(O)nc(SC2CC(=O)N(c3cc(Cl)cc(Cl)c3)C2=O)[nH]c1=O (stereo unspecified)	2	.	2	-16	.
32	CCCCC(CCC(=O)NNC(=O)Cc1ccccc1)C(=O)O (stereo unspecified)	4	-11	3	2	0
33	CCOc1ccc(NS(=O)(=O)N(C)C)cc1	-3	6	3	3	7
34	O=C(Nc1cccc(S(=O)(=O)N2CCCCCC2)c1)c1ccc(Cl)nc1	1	.	-4	0	.
35	O=C(CNC(=O)Cc1cccc2ccccc12)NCc1ccccc1F	5	4	3	7	-1
36	COC(=O)N1C(=O)[C@@](c2ccc(OC)cc2)(C(C)C)N1C(=O)OC	0	-2	0	-1	-2

no.	IMP-1 inhibitor	pCIP destab	GalR3 antag	VIM-2 inh
25	0.7	2	-4	-0.3
26	-2.4	-15	-4	-0.8
27	-5.1	-6	7	-0.4
28	-4.5	8	-2	-6.3
29	-3.1	-5	-10	-2.4
30	-1.1	9	-3	-2.6
31	.	.	11	.
32	-4.7	-6	-3	-2.1
33	-6.9	-6	-2	-3.4
34	.	.	-4	.
35	-2.9	-9	-10	-1.6
36	-1.4	-6	.	-2.5

Some of the entries above, reformatted.
[36] COC(=O)N1C(=O)[C@@](c2ccc(OC)cc2)(C(C)C)N1C(=O)OC
  IDE inh = 0 | NS3 helicase inh = -2 | IDE act = 0 | CRFR2-BP antag = -1 | SUMO HTRF inh = -2 | IMP-1 inhibitor = -1.4 | pCIP destab = -6 | GalR3 antag = . | VIM-2 inh = -2.5

[35] O=C(CNC(=O)Cc1cccc2ccccc12)NCc1ccccc1F
  IDE inh = 5 | NS3 helicase inh = 4 | IDE act = 3 | CRFR2-BP antag = 7 | SUMO HTRF inh = -1 | IMP-1 inhibitor = -2.9 | pCIP destab = -9 | GalR3 antag = -10 | VIM-2 inh = -1.6

[31] Cc1c(O)nc(SC2CC(=O)N(c3cc(Cl)cc(Cl)c3)C2=O)[nH]c1=O (stereo unspecified)
  IDE inh = 2 | NS3 helicase inh = . | IDE act = 2 | CRFR2-BP antag = -16 | SUMO HTRF inh = . | IMP-1 inhibitor = . | pCIP destab = . | GalR3 antag = 11 | VIM-2 inh = .

[26] CC1CC(C)CN(C(=O)c2ccc(C#N)cc2)C1 (stereo unspecified)
  IDE inh = 6 | NS3 helicase inh = 18 | IDE act = 6 | CRFR2-BP antag = 13 | SUMO HTRF inh = 9 | IMP-1 inhibitor = -2.4 | pCIP destab = -15 | GalR3 antag = -4 | VIM-2 inh = -0.8

(cont.)
no.	Structure	IDE inh	NS3 helicase inh	IDE act	CRFR2-BP antag	SUMO HTRF inh
37	COc1ccccc1-c1c(C)[nH]n2c(=O)c(Cc3ccccc3)c(C)nc12	-2	0	5	9	14
38	C[C@]12C(=O)N(c3ccccc3)C(=O)N1[C@@H]1c3ccccc3OC[C@@H]1[C@H]2c1ccccc1	8	-15	1	-7	8
39	COc1ccc(CNC(=O)COC(=O)c2cccs2)cc1	-1	2	5	-3	-1
40	O=C(NC1CCN(Cc2ccccc2)CC1)c1ccc(Oc2cc(Cl)cc(Cl)c2)o1	3	-34	1	-26	-3
41	Cc1cc(C(=O)CN2C(=O)C3CC=CCC3C2=O)c(C)n1-c1ccccc1 (stereo unspecified)	1	11	9	8	6
42	CS(=O)(=O)c1ccccc1-c1nnc(NC(=O)CCS(=O)(=O)c2ccc(Cl)cc2)o1	0	.	-4	-15	.
43	CC1=C(C(=O)c2ccccc2)C(c2ccc(OC(F)F)cc2)NC(=S)N1 (stereo unspecified)	7	9	6	-14	21
44	C/C=C1\COC(C(=O)NCCN2CCCC2)(C(F)(F)F)C=C1C=C1CCCCC1 (stereo unspecified)	4	.	8	-6	.
45	CC(C)=CCN1CCN(CC#Cc2ccccc2)CC1CCO (stereo unspecified)	-10	-14	-2	22	10
46	Cc1ccccc1C(=O)Nc1ccc(N2CCN(C(=O)c3ccco3)CC2)cc1	-4	-2	3	14	12
47	CC(Sc1nnc(COc2ccc3ccccc3c2)n1C)C(=O)O (stereo unspecified)	4	-5	-4	-16	2

no.	IMP-1 inhibitor	pCIP destab	GalR3 antag	VIM-2 inh
37	-2.9	14	-3	-3.5
38	-1.4	-1	-8	-1.9
39	-2.3	5	-8	0.1
40	-2.3	4	1	-1.7
41	-1.6	3	-5	-3.5
42	.	.	0	.
43	-3.0	-2	-5	-0.4
44	.	.	-9	.
45	2.9	1	1	-3.0
46	-2.8	-6	3	-1.4
47	-2.6	-3	-3	-3.8

Bioassay records from PubChem.
